TDP1 cell noCPT – qHTS for Inhibitors of human tyrosyl-DNA phosphodiesterase 1 (TDP1): qHTS in cells in absence of CPT; DT40 Tdp1-/- hTDP1 cells, no CPT, ATP luminescence, 48 h; Potency, µM (highest dose often 46.2 µM), inactives show top-dose activity change, negative = growth inhibition, usual class: inhibitors; actives 15% (n = 420,000); AID 686978, 2013; further: nearly all actives have a fitted effect of over 55% in size
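Growth kinetics read by CellTiter-Glo luminescence after ≥48 hr at 37 °C. Cells: DT40 Tdp1-/- stably carrying human TDP1, 400 per well, compound exposure in the absence of CPT (DMSO vehicle).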
DT40 TDP1 CPT – qHTS for Inhibitors of human tyrosyl-DNA phosphodiesterase 1 (TDP1): qHTS in cells in presence of CPT; chicken DT40 Tdp1-/-;hTDP1 cells + 20 nM CPT, ATP luminescence, 48 h; Potency, µM (doses to about 46.2 µM), for inactives: top-dose activity change, negative = growth inhibition, most hits filed as inhibitors; actives 12% (n = 420,000); further: nearly all actives have a fitted effect of over 55% in size
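Chicken DT40 Tdp1-/- cells complemented with human TDP1, 400 cells/well, exposed to compounds plus 20 nM camptothecin for at least 48 h at 37 C; viability read as ATP content by CellTiter-Glo luminescence.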
KAT2A inh – qHTS Assay for Inhibitors of GCN5L2; Histone acetyltransferase KAT2A (Homo sapiens), Q92830; GCN5L2 HAT assay, ThioGlo1 CoA-SH fluorescence; Potency, µM (series often up to 58.9 µM), for the others: at the top dose activity change, negative = inhibition, hits mostly inhibitors; actives 0.21% (n = 390,000); AID 504327, 2011
Target sequence (Q92830 whole entry, looked up): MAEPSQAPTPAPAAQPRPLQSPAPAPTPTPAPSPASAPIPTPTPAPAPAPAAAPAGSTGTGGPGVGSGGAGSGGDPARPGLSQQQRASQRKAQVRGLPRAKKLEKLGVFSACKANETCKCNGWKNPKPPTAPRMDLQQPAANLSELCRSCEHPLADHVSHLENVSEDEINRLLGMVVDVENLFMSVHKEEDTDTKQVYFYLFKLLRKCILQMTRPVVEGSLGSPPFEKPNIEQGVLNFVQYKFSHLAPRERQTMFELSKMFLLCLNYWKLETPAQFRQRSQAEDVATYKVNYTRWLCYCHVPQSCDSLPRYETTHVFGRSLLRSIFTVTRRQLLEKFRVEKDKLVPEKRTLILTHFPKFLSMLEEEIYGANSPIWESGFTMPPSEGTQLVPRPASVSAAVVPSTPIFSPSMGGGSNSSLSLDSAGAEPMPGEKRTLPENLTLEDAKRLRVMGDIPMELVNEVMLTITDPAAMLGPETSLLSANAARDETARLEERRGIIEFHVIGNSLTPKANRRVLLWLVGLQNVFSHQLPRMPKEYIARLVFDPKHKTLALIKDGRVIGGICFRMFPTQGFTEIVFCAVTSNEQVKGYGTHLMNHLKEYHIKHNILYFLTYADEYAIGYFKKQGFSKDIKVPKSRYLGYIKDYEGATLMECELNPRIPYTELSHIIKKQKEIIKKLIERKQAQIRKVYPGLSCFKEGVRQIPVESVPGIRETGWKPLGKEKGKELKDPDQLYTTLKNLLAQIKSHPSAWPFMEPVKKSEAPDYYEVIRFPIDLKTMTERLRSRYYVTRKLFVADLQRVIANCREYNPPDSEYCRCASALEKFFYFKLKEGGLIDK
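Free CoA generated was detected with ThioGlo1 (50uM) fluorescence at Ex340nm/Em540nm, read immediately and after 20 min at room temperature. Enzyme, 20 nM in HEPES pH 7.5 buffer, saw compounds 15 min before adding 75uM H3(1-25) peptide and 70uM acetyl-CoA.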
An asterisk follows results filed as active; ? = inconclusive; · = no result given. The call rests on the fitted dose curve; in most records, active means well fitted curve in the direction sought with a large enough effect; inconclusive means small, poorly fitted or top-dose-only effect, or another doubt; inactive means no such curve, though single readings can be large; an effect the other way counts as inactive or inconclusive. On the % scale 0 is the no-effect control and ±100 the full control effect; potency means the concentration at half of the fitted maximal effect.

Below each compound – TDP1 cell noCPT | DT40 TDP1 CPT | KAT2A inh
COc1ccc(NC(=O)C2CCCN2C(=O)Oc2ccccc2)cc1 (centres undefined)
    -1.3% | 11.2% | 2.4%
COc1ccc2c(c1)SC1=NCCS(=O)(=O)N12
    0.0% | -3.4% | -1.9%
CSc1ccccc1C(=O)OCC(=O)N1CCCC1=O
    4.4% | -0.6% | -0.6%
CC(=O)Nc1cccc(C(=O)OC2CCOC2=O)c1 (centres undefined)
    -2.7% | -5.6% | -1.7%
COc1ccc(-c2ccc(OC)c([C@H]3[C@@H]4C=CCC[C@@]4(C)C(=O)N3Cc3ccccc3)c2)cc1OC
    ? | ? | -8.3%
Nn1c(Nc2ccc(Cl)cc2)nncc1=O
    -0.1% | 3.3% | -3.5%
COc1cc(/C=N/NC(=O)/C(=C\c2ccc3c(c2)OCO3)NC(=O)c2ccccc2)ccc1O
    -25.0% | -5.7% | -17.6%
Cc1cc2oc(=O)cc(CSc3nc(N)cc(N)n3)c2cc1C
    -7.5% | 4.0% | -3.6%
CN1CCN(C(c2ccc(Br)cc2)c2cc(Cl)c3cccnc3c2O)CC1 (centres undefined)
    14.6µM* | 16.4µM* | -21.5%
COc1ccc(S(=O)(=O)N2CCCCCC2)cc1C(=O)NC1(C)CCS(=O)(=O)C1 (centres undefined)
    -3.5% | -7.2% | -12.4%
Cc1ccc(NC(=O)c2nc[nH]c2C(=O)NCCCCCCNC(=O)c2[nH]cnc2C(=O)Nc2ccc(C)cc2)cc1
    ? | ? | -1.2%
CCOC(=O)c1ccc(NC(=O)CN2C(=O)NC3(CCCCCC3)C2=O)cc1
    ? | ? | -0.6%
COC(=O)C(CSCc1ccccc1)NC(=O)CCNC(=O)OCc1ccccc1 (centres undefined)
    ? | ? | ·
CCCCOc1ccc(C(=O)NCC2(c3ccc(OC)cc3)CCOCC2)cc1
    ? | -28.4% | -3.4%
CCOC(=O)c1cnn(CCOC(=O)c2ccccc2F)c1NC(=O)c1ccccc1F
    -22.9% | 6.9% | -3.5%
OC(CN1CCN(c2cccc(Cl)c2)CC1)c1ccc(F)cc1 (centres undefined)
    -19.1% | ? | -1.1%
O=C(CCc1ccccc1)Nc1ccc(N2CCOCC2)c(Cl)c1
    -23.5% | -29.7% | 1.7%
CCN(CC)S(=O)(=O)c1ccc(C)c(NC(=O)COC(=O)CNC(=O)c2ccc(C(C)(C)C)cc2)c1
    -2.5% | 0.7% | -7.6%
CCc1ccc(NC(=O)CN(CC(=O)Nc2ccc(CC)cc2)CC(C)O)cc1 (centres undefined)
    ? | ? | -7.8%
CC(C)C[C@@H](CN)NC(=O)c1nc[nH]c1C(=O)N[C@@H](C)C(=O)CNC[C@H](C)NC(=O)c1nc[nH]c1C(=O)N[C@@H](CC(C)C)C(=O)O
    -13.0% | -18.6% | ·
Cc1nn(CCC#N)c(NC(=O)c2ccccc2)c1P(=O)(Nc1ccc(Br)cc1)N1CCOCC1 (centres undefined)
    -10.3% | -18.2% | -7.6%
S=C(Nc1ccc(Cl)cc1)NC1CC2CCC(C1)N2Cc1ccccc1 (centres undefined)
    16.4µM* | 23.1µM* | -2.9%
O=C(N[C@@H]1C/C=C\C[C@@H](CC(=O)N(CCO)Cc2ccccc2)C(=O)N[C@@H](c2ccccc2)COC1=O)OCC1c2ccccc2-c2ccccc21
    6.51µM* | 7.31µM* | -6.9%
Cc1ccc(C)c(NC(=O)CSc2nnc(C3CCCCC3)o2)c1
    -12.2% | 2.5% | -0.7%
COCCSc1nnc(NC(=O)c2ccc(NC(=O)C(C)C)cc2)s1
    -20.8% | -4.5% | -5.1%
COC(=O)c1ccc(NC(=S)N2CCCC2)cc1
    -15.2% | -14.7% | -11.0%
Cc1ccc(NC(=O)N2N=C(c3ccc(F)cc3)CC2c2ccc(F)cc2)cc1 (centres undefined)
    -3.3% | -23.7% | -17.7%
O=C(Nc1ccccc1F)c1ccc(CN2CCc3ccccc3C2)cc1
    -16.8% | -14.6% | -11.7%
CC(C)c1ccc(OCc2cc(=O)n3c4c(sc3n2)CCCC4)cc1
    -3.8% | 2.1% | 2.7%
COC(=O)/C(C#N)=C/c1ccc(OC(=O)c2ccccn2)cc1
    -17.8% | ? | -3.0%
C=CCOc1ccc(/C=N/NC(=O)C(C)Sc2ccccn2)cc1OCC (centres undefined)
    ? | -24.3% | -8.1%
NC(=O)c1cccc(-c2ccnc3c2CC(C(=O)Nc2cccc(C(F)(F)F)c2)O3)c1 (centres undefined)
    18.4µM* | 18.4µM* | ·
COc1ccc(N=Nc2cc(C)ccc2O)cc1
    1.1% | -22.9% | -3.1%
O=C(NCC1CCCC(CNC(=O)N2CCc3ccccc32)C1)N1CCc2ccccc21 (centres undefined)
    -27.5% | -25.1% | -4.2%
CC(C)NC(=S)NN=C1CCC(c2ccccc2)CC1 (centres undefined)
    16.4µM* | ? | -4.3%
O=C(NCc1cccs1)C1CCCN1C(=O)Nc1ccccc1[N+](=O)[O-] (centres undefined)
    -12.7% | 5.8% | -4.9%
CCCCCCc1cc2cc(C(=O)OCC)c(=O)oc2cc1O
    -19.7% | -20.9% | 0.8%
c1ccc(Nc2nc(NCCN3CCOCC3)nc(Nc3ccccc3)n2)cc1
    ? | ? | -2.7%
C#CCSc1nnc(-c2c[nH]c3ccccc23)n1C
    5.5% | 3.6% | -3.9%
CCOC(=O)C1=C(COC(=O)c2ccccc2OC(F)F)NC(=O)NC1C (centres undefined)
    -6.5% | -4.1% | ?
CNc1nc(-c2ccc3c(c2)CCN3C(=O)c2cccc(F)c2)cs1
    20.6µM* | 23.1µM* | -15.4%
Cc1ccc(C(C)C)c(OCC(=O)NC2CCN(C)CC2)c1
    13.9% | 2.4% | -19.5%
COc1ccc(N(CC(=O)NCCC2=CCCCC2)S(=O)(=O)c2ccccc2F)cc1
    ? | ? | 0.3%
COc1ccc(C(=O)OCC(=O)Nc2cc(C)on2)c(OC)c1OC
    -5.9% | 2.8% | 2.2%
Cc1ccc(C(=O)NC(Cc2ccccc2C(F)(F)F)C(=O)O)cc1 (centres undefined)
    -0.2% | -3.3% | 1.4%
CCCOc1ccc(C(C)=O)cc1CC(C(N)=O)C(N)=O
    6.8% | -1.6% | -4.3%
Cc1ccc(C)c(NC(=O)Cn2c(=O)n(Cc3ccccc3)c(=O)c3oc4ccccc4c32)c1
    5.8µM* | 4.61µM* | -1.6%
Cc1ccc(OCC(=O)Nc2cc(Cl)ccc2-n2cncn2)c(C)c1
    ? | ? | ·
CC(OC(=O)CCN1C(=O)C2CC=CCC2C1=O)C(=O)Nc1cccc(Cl)c1 (centres undefined)
    -14.1% | -7.0% | -4.6%
CCOC(=O)N1CCN(c2c(NCCCN3CCCCCC3)c(=O)c2=O)CC1
    6.9% | 12.5% | -2.7%
CCOc1ncccc1C(=O)Nc1cc(S(=O)(=O)N2CCCCC2)ccc1C
    -1.1% | ? | 1.0%
CCCCn1c(CNC(=O)C23CC4CC(CC(C4)C2)C3)nnc1SCC(=O)Nc1ccc(C)cc1
    ? | ? | -16.0%
CN(C)C(=O)c1ccc(NC(=O)c2cccnc2)cc1
    -36.7% | ? | 1.1%
O=C(N/N=C/c1ccc2c(c1)OCO2)c1ccc2c(c1)OCCO2
    ? | 16.4µM* | -2.4%
COC(=O)C(Cc1c[nH]c2ccccc12)NC(=O)c1ccc2nc[nH]c2c1 (centres undefined)
    10.4% | 12.4% | -13.3%
CCc1ccc(NC(=O)Cn2nc3c4ccccc4n(Cc4ccccc4)cc-3c2=O)cc1
    -9.7% | -18.5% | -2.5%
Nc1c(Cl)ncnc1NCC(O)CO (centres undefined)
    -14.4% | -3.0% | -8.2%
CN(Cc1ccccc1)N=Nc1nc[nH]c1C(N)=O
    -9.2% | ? | ·
COc1ccc(C(O)c2nc(-c3cccc(C(=O)O)c3)cs2)cc1 (centres undefined)
    -0.4% | -9.2% | ·
O=C(N/N=C/c1cc(Br)cc(Br)c1O)c1cccc(S(=O)(=O)N2CCOCC2)c1
    3.66µM* | 3.66µM* | -10.7%

Reprinted at random: 2 compounds from above
Below each compound – TDP1 cell noCPT | DT40 TDP1 CPT | KAT2A inh
Nn1c(Nc2ccc(Cl)cc2)nncc1=O
    -0.1% | 3.3% | -3.5%
COc1cc(/C=N/NC(=O)/C(=C\c2ccc3c(c2)OCO3)NC(=O)c2ccccc2)ccc1O
    -25.0% | -5.7% | -17.6%

Remaining list, next part:
Below each compound – TDP1 cell noCPT | DT40 TDP1 CPT | KAT2A inh
COC(=O)c1cc(S(=O)(=O)N2CCN(c3ccc([N+](=O)[O-])cc3)CC2)c[nH]1
    ? | -42.4% | -9.5%
O=C(O)c1cc(-c2ccc(Cl)s2)[nH]n1
    -13.1% | 13.0% | 1.0%
COc1ccccc1N1CCN(CCCCOc2c(OC)cccc2OC)CC1
    -20.2% | ? | -14.4%
O=C(Cc1ccccc1)Nc1ccccc1C(=O)NCC1CCCO1 (centres undefined)
    6.1% | 9.2% | 0.4%
COc1cc(OC)cc(-c2nnc(SCC(=O)Nc3ccc(C(=O)O)cc3)s2)c1
    -25.9% | 0.1% | -7.0%
COc1ccc(-c2nc3ccccn3c2NCc2ccc3c(c2)OCO3)cc1
    ? | -27.2% | -16.3%
CCCCCN(C(=O)CCC(=O)OCC(=O)N(CC)c1ccccc1)c1c(N)n(CCCC)c(=O)[nH]c1=O
    -16.8% | 0.9% | -6.7%
CCOc1ccc2nc(N3CCCCCC3)sc2c1
    -27.2% | -25.6% | -18.1%
COc1cc(O)c(C(CC(=O)N2CCN(c3ccccc3)CC2)c2ccc3c(c2)OCO3)c(OC)c1 (centres undefined)
    ? | ? | 16.2%
CCOc1ccc(S(=O)(=O)N(C)CC(=O)NC2CCCC2)cc1
    -4.4% | -23.4% | -1.2%
CC1(c2ccc([N+](=O)[O-])c(CS(=O)(=O)c3ccccc3)c2)OCCO1
    -19.1% | 5.7% | -6.9%
Cc1ccc(NC(=O)c2ccc(CSc3ccccn3)cc2)c(O)c1
    ? | -20.4% | -9.3%
CCOc1ccc(-c2nnc(-c3ccco3)o2)cc1OCC
    ? | ? | -12.4%
CC(C)N(CCNC(=O)c1cn(C)c2ccc(S(=O)(=O)N(C)C)cc2c1=O)Cc1ccccc1
    -6.0% | 2.5% | -4.4%
O=c1n(Cc2cccc(F)c2)c2ccccc2c2nc(-c3ccccc3)nn12
    18.4µM* | ? | -0.3%
Cn1c(OCc2cccnc2)nc2c1c(=O)n(Cc1ccc(Cl)cc1)c(=O)n2C
    18.4µM* | 11.6µM* | ·
COc1ccc(C(C(=O)NC(C)(C)C)N(CCO)C(=O)CCC(=O)Nc2cc(C)on2)cc1 (centres undefined)
    -1.1% | 18.5% | 0.5%
COc1cc(C(CC(=O)Nc2ccc(C)cn2)N2Cc3ccccc3C2=O)cc(OC)c1OC (centres undefined)
    -11.6% | 2.7% | 27.8%
Cc1ccc(S(=O)(=O)NCc2ccc3[nH]c(C)cc3c2)cc1
    ? | ? | -8.2%
Cc1ccc(-n2nc3cc(C)c(NC(=O)c4ccc(-c5ccccc5)o4)cc3n2)cc1
    -2.9% | -2.0% | -2.0%
COc1ccccc1OCC(O)CNCc1ccc2c(c1)OCO2 (centres undefined)
    ? | 2.0% | 1.0%
CCCCN(c1ccccc1)S(=O)(=O)c1cccc2cccnc12
    14.6µM* | ? | 0.0%
Cc1nc(-c2ccc(Cl)cc2)sc1CCNC(=O)c1ccco1
    18.4µM* | 20.6µM* | 3.0%
COc1cc(C(=O)OCC(=O)Nc2cc(C)on2)cc(OC)c1OC
    -8.0% | 20.1% | 1.6%
CCN1C(=O)C2C(c3ccc(O)c(OC)c3)NC(C)(C(=O)OC)C2C1=O (centres undefined)
    -15.3% | 1.8% | -0.5%
OC(c1ccc(F)c(F)c1)c1nc(-c2ccc3ccccc3c2)cs1 (centres undefined)
    ? | ? | ·

Some entries already given, showing only DT40 TDP1 CPT and TDP1 cell noCPT.
SMILES,DT40 TDP1 CPT,TDP1 cell noCPT
Cn1c(OCc2cccnc2)nc2c1c(=O)n(Cc1ccc(Cl)cc1)c(=O)n2C,11.6µM*,18.4µM*
COc1ccc(C(C(=O)NC(C)(C)C)N(CCO)C(=O)CCC(=O)Nc2cc(C)on2)cc1 (centres undefined),18.5%,-1.1%
COc1cc(C(CC(=O)Nc2ccc(C)cn2)N2Cc3ccccc3C2=O)cc(OC)c1OC (centres undefined),2.7%,-11.6%
Cc1ccc(S(=O)(=O)NCc2ccc3[nH]c(C)cc3c2)cc1,?,?
Cc1ccc(-n2nc3cc(C)c(NC(=O)c4ccc(-c5ccccc5)o4)cc3n2)cc1,-2.0%,-2.9%

Source: PubChem

An excerpt; the hit share may differ from the screen's.
